OX1R antag-1 = blocks the human orexin 1 receptor; O43613; CHO/OX1R cells, Fluo-8 calcium fluorescence, orexin A; inhibition, % at 5 µM; 0.43% of 330,000 active; AID 434989;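 active = inhibition above its plate's threshold, mean inhibition of all tested compounds on the plate plus 3 SD, cut at about 37% in these data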;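 also: 0% = orexin A challenge wells and 100% = SB-334867-A antagonist wells; not every result past the cut was called active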
Target sequence (O43613 whole entry, looked up): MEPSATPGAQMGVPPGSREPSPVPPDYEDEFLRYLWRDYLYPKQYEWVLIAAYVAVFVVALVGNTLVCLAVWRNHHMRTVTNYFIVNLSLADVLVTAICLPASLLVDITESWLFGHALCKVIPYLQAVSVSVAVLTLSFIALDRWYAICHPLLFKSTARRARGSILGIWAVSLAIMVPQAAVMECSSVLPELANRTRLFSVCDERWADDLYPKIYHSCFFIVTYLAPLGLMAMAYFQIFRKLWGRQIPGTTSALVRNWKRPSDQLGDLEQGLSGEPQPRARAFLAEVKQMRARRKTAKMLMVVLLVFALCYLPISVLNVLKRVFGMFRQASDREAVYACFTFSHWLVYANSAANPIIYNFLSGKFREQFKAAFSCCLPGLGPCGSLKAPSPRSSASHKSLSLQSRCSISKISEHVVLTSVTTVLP
OX1R antag-2 = OX1R (human) antagonism. 1.8% of 330,000 active. OX1R-expressing cells, FRET antagonist read-out. inhibition, % at 6.6 µM. AID 485270; in the data active = inhibition mostly above about 38%, no sharp cut-off; inactive = mostly below about 40%;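 also: 0% = agonist challenge alone and 100% = reference antagonist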
* = called active by the depositor.

| OX1R antag-1 | OX1R antag-2 | canonical_smiles |
| --- | --- | --- |
| -1.2 | 22.2 | Cc1nn(CC2CC2)c(=O)n1-c1ccccc1F |
| -13.9 | 20.0 | CC(=O)Nc1ccc(-c2cn3cccnc3n2)cc1 |
| 7.1 | 6.8 | CC1CCCCC1NC(=O)COC(=O)COc1ccccc1F (stereo unspecified) |
| 14.3 | 23.1 | COc1ccccc1NS(=O)(=O)c1cc(NC(=O)c2cccs2)ccc1N1CCCC1 |
| 6.8 | 5.7 | O=C(c1ccc(Cl)cc1)N1CCc2c([nH]c3ccccc23)C1C(F)(F)F (stereo unspecified) |
| -24.4 | 21.6 | COc1cccc(N2C(=O)CN(Cc3cc(OC)c(OC)c(OC)c3)C2=S)c1 |
| -27.1 | 45.8 | O=C(Cc1cccc2ccccc12)N1CCCc2ccccc21 |
| -7.4 | 15.1 | O=C(/C=C/c1ccc(Cl)cc1Cl)N1CCc2ccccc21 |
| -4.4 | 15.6 | O=C(Cc1ccsc1)NNC(=O)c1ccccc1O |
| -18.9 | -3.8 | CCc1c(C(=O)NN2C(=O)C3CCCCC3C2=O)csc1C (stereo unspecified) |
| -21.2 | 13.6 | COc1ccc(NCC(O)Cn2c(C)c(C)c3ccccc32)cc1 (stereo unspecified) |
| -14.0 | 1.3 | COc1ccc(CN2CC(C(=O)NCCC(C)C)CC2=O)cc1 (stereo unspecified) |
| -17.0 | 22.2 | Cc1ccnc(NC(=O)CCC(=O)c2cccs2)c1 |
| -23.2 | 8.2 | CCOC(=O)c1sc(NC(=O)C(CC)Sc2nccn2C)nc1C (stereo unspecified) |
| -9.6 | 14.9 | Cc1cccc(C(=O)OCC(=O)N2CCCC2=O)c1[N+](=O)[O-] |
| -2.0 | 3.7 | CCc1ccccc1N(CC(=O)N1CCN(c2ccc(F)cc2)CC1)S(C)(=O)=O |
| -2.8 | 13.1 | CCCn1cnc2cc(NCc3cccs3)ccc21 |
| -13.0 | 19.1 | CN(C)c1cc[n+](CC(=O)Nc2ccc(OC(F)F)cc2)cc1 |
| -23.5 | 33.5 | Cc1ccc(S(=O)(=O)c2nc(-c3ccccc3F)oc2N2CC(C)OC(C)C2)cc1 (stereo unspecified) |
| -23.6 | 21.2 | Cc1cc(NC(=O)CCC(=O)N(Cc2ccco2)C(C)(C)C(=O)NC2CCCCC2)no1 |
| -23.4 | 23.7 | COc1cccc(CNC(=O)CSc2nc3c(oc4ccccc43)c(=O)n2CC2CCCO2)c1 (stereo unspecified) |
| -10.6 | 9.4 | COc1cc2c(cc1OC)CN(CCOc1ccc(Br)cc1)CC2 |
| -4.8 | 41.3 | Cc1cc(C)c(NS(=O)(=O)c2cccc3cccnc23)c(C)c1 |
| -34.8 | 33.6 | COc1ccc(-c2oc3cccnc3c2-c2ccc(OC)nc2)cc1 |
| -7.3 | 7.8 | O=C(COc1ccccc1Br)NCCC1=CCCCC1 |
| -12.7 | 5.2 | COc1cc(S(=O)(=O)NCc2ccc(F)cc2)ccc1-n1cnnn1 |
| -22.6 | 7.8 | CC(C)C(=O)Nc1ccc(C(=O)CN2C(=O)NC3(CCOc4ccccc43)C2=O)cc1 (stereo unspecified) |
| -18.1 | 27.4 | COCCCNC(=O)C(=O)N/N=C/c1ccc(OCC(=O)Nc2cccc(Cl)c2C)c(OC)c1 |
| -9.9 | 10.7 | c1ccc(-c2cc(-c3ccccc3)[nH]n2)cc1 |
| -14.3 | 13.4 | Cc1ccc(C2(c3ccccc3)NC(=O)N(CC(=O)N(C)C3CCS(=O)(=O)C3)C2=O)cc1C (stereo unspecified) |
| -19.5 | 12.1 | CCn1c(COc2ccc(C)cc2)nc2ccccc21 |
| -5.8 | 13.1 | Cc1c(C(=O)O)oc2c3c(ccc12)OCCO3 |
| 3.2 | 4.6 | CN1CCN(C(=O)/C(=C\c2cccs2)NC(=O)c2ccco2)CC1 |
| -16.5 | 8.2 | CC(=O)c1sc(=S)n(-c2ccccc2)c1C |
| -6.8 | 10.0 | Fc1cccc(-n2cc(-c3ccccc3)c3c(=S)nc[nH]c32)c1 |
| -21.7 | 19.2 | Cc1cc(C(=O)COC(=O)c2ccccc2NCCO)c(C)n1CC1CCCO1 (stereo unspecified) |
| -18.0 | 2.9 | O=S(=O)(Nc1ccccc1N1CCOCC1)c1ccc(Cl)cc1 |
| -0.7 | 25.8 | COCCSc1nnc(NC(=O)c2ccc(OC)c([N+](=O)[O-])c2)s1 |
| -35.1 | 31.7 | Cc1ccccc1N(CC(=O)NCCc1ccccc1)C(=O)c1ccc(N2CCCC2)nc1 |
| -0.1 | -0.9 | O=C(COc1c(F)c(F)c(C(F)(F)F)c(F)c1F)Nc1ccc(N2CCOCC2)c(Cl)c1 |
| -0.1 | 8.8 | COc1ccc(-c2nc3c(s2)CCc2onc(-c4ccc(Br)cc4)c2-3)cc1 |
| -12.1 | 20.8 | CCN1C(=O)c2ccc(C(=O)Nc3ccc(O)cc3C)cc2C1=O |
| -2.0 | 10.8 | COc1ccc(OC)c(/C=c2\sc3nc(-c4cccs4)nn3c2=O)c1 |
| -12.9 | 21.9 | Cc1onc(-c2ccccc2)c1C(=O)Nc1nnc(N(C)Cc2ccccc2)s1 |
| -27.3 | 7.7 | CC(C)(C)C(=O)Nc1cc(S(=O)(=O)Nc2ccc(Cl)cc2)ccc1Cl |
| 4.3 | 8.0 | N#CCC(=O)N/N=C/c1ccc(OS(=O)(=O)c2ccccc2)cc1 |
| -12.2 | 12.2 | COc1ccc(OCC(=O)NC(=O)c2ccccc2)c([N+](=O)[O-])c1 |
| -34.8 | 6.5 | CCOc1ccc(NC(=O)c2ccccc2C(=O)c2ccccc2)cc1OCC |
| -5.9 | 10.8 | COCCCn1c(=O)c2ccccc2n2c(=S)[nH]nc12 |
| -23.7 | 26.1 | CN(C)c1nc(Oc2ccc(N)cc2)nc(N(C)C)n1 |
| -20.6 | 8.3 | O=C(c1cccnc1)N1C2CCC1CC(O)(c1ccc(F)cc1)C2 (stereo unspecified) |
| -1.8 | 2.8 | O=C(COC(=O)c1ccco1)NC12CC3CC(CC(C3)C1)C2 |
| -30.0 | 32.3 | CC(C)[C@@H](C(=O)NCc1ccco1)N1C(=O)N2CCc3c([nH]c4ccccc34)[C@@]2(C)C1=O |
| -18.6 | 4.8 | COc1ccc(S(=O)(=O)N2CCc3ccccc32)cc1C(=O)O |
| 0.2 | 4.3 | COc1ccc(-n2c(=S)[nH]c3cc(C(=O)Nc4cc(C(N)=O)ccc4OC)ccc3c2=O)c(OC)c1 |
| -2.7 | 7.9 | O=C1OC[C@H]2CCCN2C(=O)[C@@H](CC(=O)N(CCO)Cc2ccccc2)C/C=C\C[C@H]1Cc1ccc(F)cc1 |
| -5.4 | 0.9 | O=C(CCC(=O)N1CCN(Cc2ccc(F)cc2)CC1)Nc1nnc(C2CCCCC2)s1 |
| -14.7 | 2.0 | Cn1cc(S(=O)(=O)N2CCCC2)cc1C(=O)NCc1ccccc1 |
| 2.2 | 9.9 | CCOC(=O)C(CC(C)C)CP(=O)(O)CNC(=O)OCc1ccccc1 (stereo unspecified) |
| -2.5 | -0.8 | Cc1ccc(NC(=S)N2CCCC(CO)C2)c(C)c1 (stereo unspecified) |

More results.
| OX1R antag-1 | OX1R antag-2 | canonical_smiles |
| --- | --- | --- |
| -17.9 | 20.3 | Cc1cccc(CN(CC(=O)N/N=C/c2cccs2)S(=O)(=O)c2ccc(Cl)cc2)c1 |
| -1.6 | 9.3 | C=CCn1cn[nH]c1=S |
| -37.4 | 9.1 | COc1ccc(OC)c(N2CC(O)=C(c3nc4ccccc4s3)C2=N)c1 |
| -8.2 | 11.2 | COc1ccccc1CNC(=O)COC(=O)/C=C/c1cccs1 |
| -12.1 | 45.7* | COc1ccc(CCNC(=O)c2ccc3c(c2)N(Cc2ccc(F)cc2)CCS3)c(OC)c1 |
| -26.2 | 35.4 | CCC(=O)/C=C1/Sc2ccccc2N1CC |
| -16.6 | -12.0 | C#CCOCCOCCOCCNc1nc(N2CCN(C(=O)CCCCCCCCCCNC(=O)[C@H](CCCCN)n3cc(CCCC(=O)O)nn3)CC2)nc(N2CCN(C(=O)CCCCCCCCCCNC(=O)[C@@H]([C@H](C)O)n3cc(C)nn3)CC2)n1 |
| -31.5 | 15.1 | Cc1ccc2nc3c(cc(S(=O)(=O)c4ccccc4)c(=N)n3Cc3ccco3)c(=O)n2c1 |
| -6.5 | 8.2 | O=C1NC(=S)N/C1=C/c1cccc2ccccc12 |
| -25.0 | 7.8 | CCCC(C)C(=O)Nc1nc(C)c(-c2csc(Nc3cc(Cl)ccc3C)n2)s1 (stereo unspecified) |
| -23.4 | 19.1 | O=C(O)C1CC(=O)N(CCOc2ccccc2)C1 (stereo unspecified) |
| -0.6 | 9.7 | Cc1ccc(-n2c(SCC(N)=O)nc3c(oc4ccccc43)c2=O)cc1 |
| -35.1 | 5.4 | Cc1ccc(NC(=O)c2ccccc2F)cc1S(=O)(=O)N1CCCCCC1 |
| -14.4 | 27.4 | O=C(CNC(=O)c1sc2ccccc2c1Cl)NCc1ccc(F)cc1 |
| -1.8 | 16.3 | CCOc1cc(C)c(Cl)cc1S(=O)(=O)n1nnc2ccccc21 |
| -7.9 | 38.1 | CCn1c(CCNC(=O)c2ccc(OC)cc2)nnc1SCc1ccc(Cl)c(Cl)c1 |
| -20.7 | 52.2* | Cc1ccc(NC2=CC(=O)C(=O)c3ccccc32)cc1 |
| -9.1 | 19.3 | Cc1ccccc1C(=O)Nc1ccc(N2CCN(C(=O)c3ccco3)CC2)cc1 |
| 11.9 | 19.4 | CCOC(=O)C1=CN(Cc2cccc(F)c2)S(=O)(=O)N(CC)C1c1cccc(OC)c1 (stereo unspecified) |
| 1.7 | -3.4 | CC1(C)CC(NC(=O)c2ccc3c(c2)OCO3)CC(C)(C)N1 |
| -5.7 | 44.1 | CC(C)(C)NC(=O)COC(=O)CNC(=O)c1cc(Cl)cc([N+](=O)[O-])c1 |
| -5.0 | 5.5 | CCc1ccc(N=C2N=C(N)c3ccccc32)cc1 |
| -26.7 | 1.4 | Cc1ccc(NC(=O)CS(=O)CC(=O)N(CC(=O)NC2CCCC2)c2cccc(C)c2C)cc1 (stereo unspecified) |
| 20.3 | 3.0 | O=C(NC1CCCCC1)n1c(=O)oc2ccc(Cl)cc21 |
| -5.7 | 7.5 | Cc1ccc(NC(=O)Nc2ccc3c(c2)nnn3C)cc1C |
| -10.6 | 15.8 | CCC(C)NC(=O)CSC1=Nc2ccccc2C2=NC(CC(=O)NCc3ccccc3)C(=O)N12 (stereo unspecified) |
| -19.9 | -3.0 | COc1cc2c(cc1NC(=O)CN(C)Cc1cccc(OC)c1OC)oc1ccccc12 |
| -2.0 | 18.4 | CN(Cc1nccs1)C(=O)c1ccc(OC2CCN(CCc3ccccc3)CC2)cc1 |
| -13.7 | 8.3 | O=C(CN1CCOCC1)NN=C(c1ccccc1)c1ccccc1 |
| -5.7 | 2.0 | COc1ccc(NC(=O)CN(C)C(=O)C(CCSC)NC(=O)c2ccccc2)cc1 (stereo unspecified) |
| 11.4 | 9.4 | CCN(c1ccccc1)S(=O)(=O)c1ccc(Cl)c(NC(=O)c2ccc(=O)[nH]n2)c1 |
| 3.7 | 42.2* | CCN(CC)c1ccc(Nc2nc(N3CCOCC3)c3ccccc3n2)cc1 |
| -17.1 | 2.1 | CCOC(=O)C1CCN(c2cc3c(cc2NC(=O)c2ccc(OC)c(OC)c2)n(C)c(=O)n3C)CC1 |
| -9.9 | 14.1 | COc1cccc(/C(O)=C2/C(=O)C(=O)N(c3ccccn3)C2c2ccc(OC)c(OC)c2)c1 (stereo unspecified) |
| -24.8 | 0.4 | CCCC(=O)C1=C(O)C(C(=O)OC)C(C)(C)CC1=NCCc1ccccc1 (stereo unspecified) |
| 0.8 | 3.8 | NC(=S)NC1CC2CC1C1C=CCC21 (stereo unspecified) |
| -0.1 | 13.3 | Cc1ccc(Cn2nc(C)c(NC(=O)C3(C)CC3(Br)Br)c2C)cc1 (stereo unspecified) |
| 12.7 | 5.2 | Cc1oc(C(N)=O)nc1-c1ccccc1 |

An excerpt from above in order of SMILES length, descending.
| OX1R antag-1 | OX1R antag-2 | canonical_smiles |
| --- | --- | --- |
| -17.1 | 2.1 | CCOC(=O)C1CCN(c2cc3c(cc2NC(=O)c2ccc(OC)c(OC)c2)n(C)c(=O)n3C)CC1 |
| -9.9 | 14.1 | COc1cccc(/C(O)=C2/C(=O)C(=O)N(c3ccccn3)C2c2ccc(OC)c(OC)c2)c1 (stereo unspecified) |
| -26.7 | 1.4 | Cc1ccc(NC(=O)CS(=O)CC(=O)N(CC(=O)NC2CCCC2)c2cccc(C)c2C)cc1 (stereo unspecified) |
| 11.4 | 9.4 | CCN(c1ccccc1)S(=O)(=O)c1ccc(Cl)c(NC(=O)c2ccc(=O)[nH]n2)c1 |
| 11.9 | 19.4 | CCOC(=O)C1=CN(Cc2cccc(F)c2)S(=O)(=O)N(CC)C1c1cccc(OC)c1 (stereo unspecified) |
| -5.7 | 44.1 | CC(C)(C)NC(=O)COC(=O)CNC(=O)c1cc(Cl)cc([N+](=O)[O-])c1 |
| -5.7 | 2.0 | COc1ccc(NC(=O)CN(C)C(=O)C(CCSC)NC(=O)c2ccccc2)cc1 (stereo unspecified) |
| -2.0 | 18.4 | CN(Cc1nccs1)C(=O)c1ccc(OC2CCN(CCc3ccccc3)CC2)cc1 |
| -24.8 | 0.4 | CCCC(=O)C1=C(O)C(C(=O)OC)C(C)(C)CC1=NCCc1ccccc1 (stereo unspecified) |
| -0.1 | 13.3 | Cc1ccc(Cn2nc(C)c(NC(=O)C3(C)CC3(Br)Br)c2C)cc1 (stereo unspecified) |
| 3.7 | 42.2* | CCN(CC)c1ccc(Nc2nc(N3CCOCC3)c3ccccc3n2)cc1 |
| 1.7 | -3.4 | CC1(C)CC(NC(=O)c2ccc3c(c2)OCO3)CC(C)(C)N1 |
| -13.7 | 8.3 | O=C(CN1CCOCC1)NN=C(c1ccccc1)c1ccccc1 |
| -5.7 | 7.5 | Cc1ccc(NC(=O)Nc2ccc3c(c2)nnn3C)cc1C |
| -5.0 | 5.5 | CCc1ccc(N=C2N=C(N)c3ccccc32)cc1 |
| 12.7 | 5.2 | Cc1oc(C(N)=O)nc1-c1ccccc1 |
| 0.8 | 3.8 | NC(=S)NC1CC2CC1C1C=CCC21 (stereo unspecified) |

Bioassay records as filed in PubChem.

The order is random. About 2% of those tested had a hit in this group.
